High-throughput results as filed in PubChem.
CYP2C19 inh: inhibitors of human CYP2C19; inhibition, % at 5 µM; CYP2C19 Supersomes, luciferin-H EGE luminescence, 30 min; AID 778; hit rate 21% among 96,000; P33261;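 active = CYP2C19 inhibition above a set limit at 5 µM in the primary screen, cut at about 50% in these data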;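 also: plate controls were negative control wells for no effect and 2.5 mM tranylcypromine positive control for full effect; values of inactives mirror those of a sister screen read the other way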
Plk1 PBD FP: Plk1 (human) PBD binding inhibition | P53350 | Plk1 PBD phosphopeptide binding, fluorescence polarization | inhibition, %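 (tested at about 20 µM)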 | hit rate 0.13% among 97,000; in the data active = inhibition above about 34%, passing the limit was not always enough
PLAP activator: activators of human placental alkaline phosphatase. purified PLAP enzyme, luminescent substrate read-out; hits give high values. activation fold at 20 µM. hit rate 1.2% among 96,000. AID 696; in the data active = activation fold above about 2
HIV Rev-RRE inh: inhibitors of HIV-1 Rev-RRE RNA interaction; hit rate 0.79% among 97,000; Rev peptide-RRE RNA binding, FRET; inhibition, % at 8 µM; P05866;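 active = inhibition above the screen-wide mean plus 3 SD, cut at about 35% in these data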;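 also: 0% = median DMSO wells and 100% = median Neomycin B control wells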
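Assay system: Rev peptide and RRE RNA, both fluorescently labelled; times: 5 min preincubation and 15 min binding, 25 °C; detection: FRET, ex 480 nm, em 540 and 671 nm; read-out basis: % inhibition from 671/540 nm acceptor-to-donor ratio, scaled between controls; benchmarks: DMSO low control, neomycin B high control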
EphB4 antag: blocks human EphB4 binding to ephrin-B2; EphB4 LBD / TNYL-RAW-Alexa532 peptide, fluorescence polarization; P54760; hit rate 0.15% among 97,000; inhibition, % at 7 µM; AID 720;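 active = inhibition above the screen-wide mean inhibition plus 3 SD, cut at about 15% in these data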;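 also: 0% = DMSO wells and 100% = excess unlabeled TNYL-RAW peptide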
Target sequence (P54760 whole entry, looked up, the tested form may be a part): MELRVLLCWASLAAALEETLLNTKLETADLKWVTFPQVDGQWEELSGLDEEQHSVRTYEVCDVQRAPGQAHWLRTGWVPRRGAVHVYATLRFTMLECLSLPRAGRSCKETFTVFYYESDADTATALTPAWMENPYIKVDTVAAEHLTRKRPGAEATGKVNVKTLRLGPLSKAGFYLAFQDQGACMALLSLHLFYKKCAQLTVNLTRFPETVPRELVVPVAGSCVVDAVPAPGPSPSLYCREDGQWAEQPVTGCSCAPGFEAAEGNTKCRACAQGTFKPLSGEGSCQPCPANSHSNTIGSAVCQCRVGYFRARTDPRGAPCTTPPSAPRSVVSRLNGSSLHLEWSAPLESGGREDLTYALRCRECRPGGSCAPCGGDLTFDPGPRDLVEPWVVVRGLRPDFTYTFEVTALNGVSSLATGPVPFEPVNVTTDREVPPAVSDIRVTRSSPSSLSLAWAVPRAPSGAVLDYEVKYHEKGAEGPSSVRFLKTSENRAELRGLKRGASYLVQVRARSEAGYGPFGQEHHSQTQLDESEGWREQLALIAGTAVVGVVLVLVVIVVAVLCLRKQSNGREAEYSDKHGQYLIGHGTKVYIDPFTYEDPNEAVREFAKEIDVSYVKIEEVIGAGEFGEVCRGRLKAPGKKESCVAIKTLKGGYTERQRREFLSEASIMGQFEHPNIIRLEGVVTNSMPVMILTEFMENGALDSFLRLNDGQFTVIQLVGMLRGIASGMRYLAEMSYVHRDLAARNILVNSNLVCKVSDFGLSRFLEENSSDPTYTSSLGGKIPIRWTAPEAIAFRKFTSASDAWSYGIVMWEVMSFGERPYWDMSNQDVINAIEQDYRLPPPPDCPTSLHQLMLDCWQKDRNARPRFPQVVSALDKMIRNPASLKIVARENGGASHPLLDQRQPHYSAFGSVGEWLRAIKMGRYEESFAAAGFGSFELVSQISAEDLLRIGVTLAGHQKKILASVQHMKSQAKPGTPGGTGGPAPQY
CYP2C9 inhib: blocks human cytochrome P450 2C9; AID 777; P11712; inhibition, % at 5 µM; CYP2C9 Supersomes, luciferin-H conversion, luminescence; hit rate 20% among 96,000;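 active = blocking of liver enzyme CYP2C9 beyond about 50% at 5 µM, limit read from the data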; also: values of inactives mirror those of a sister screen read the other way
CYP2C9 act: increases human cytochrome P450 2C9 activity | P11712 | recombinant CYP2C9, luciferin-H conversion, luminescence; hits give high values; factor 1 = untreated enzyme, 0 = blocked | activation factor at 5 µM | hit rate 1.4% among 96,000 | AID 1024;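 active = activation factor of 2 or more for CYP2C9 at a 5 µM dose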;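 also: 0 = sulfaphenazole-blocked wells and 1 = vehicle-only wells; values of inactives mirror those of a sister screen read the other way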
PLK1 inh: PLK1 (human) kinase inhibition; P53350; recombinant PLK1 kinase, TR-FRET peptide phosphorylation; inhibition, % at 10 µM; hit rate 0.53% among 97,000;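 active = inhibition of 50% or more in the single-concentration screen; inactive = inhibition below 50%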;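 also: 0% = DMSO max control and 100% = H-89 dihydrochloride min control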
CYP2C19 activ: cytochrome P450 2C19 (human) activation. P33261. recombinant CYP2C19, luciferin-H EGE luminescence; hits give high values; 0 = fully inhibited enzyme, 1 = untreated enzyme. activation factor at 5 µM. 96,000 tested, under 10 active. AID 1025;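 active = activation factor of at least 2 at 5 µM in the primary screen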;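 also: 0 = wells with 2.5 mM tranylcypromine and 1 = vehicle-only wells; values of inactives mirror those of a sister screen read the other way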
* hit, by the source's call; x = no result given. No enrichment for hits; any-hit rate near 29%.

nr	EphB4 antag	PLAP activator	CYP2C19 inh	Plk1 PBD FP	PLK1 inh	CYP2C19 activ	HIV Rev-RRE inh	CYP2C9 act	CYP2C9 inhib	SMILES
1	-1	1.2	16	24	-10	0.8	9	0.8	20	CCCCCn1c(=NC(=O)c2ccco2)c(C(=O)OCC)cc2c(=O)n3ccccc3nc21
2	0	0.8	62*	1	-11	0.4	4	0.1	90*	CCCCn1nc(C(=O)N[C@@H](CCSC)c2nc3ccccc3[nH]2)c2ccccc2c1=O
3	-4	0.9	4	-2	15	1	-2	0.7	34	CCOC(=O)c1c(C)n(C)c2ccc(OCC(N)=O)cc12
4	9	x	x	1	-1	x	15	x	x	Cc1cc(C(F)(F)F)nn1CC(=O)Nc1ccc(Br)c2cccnc12
5	x	1.1	4	x	x	1	x	1.2	-16	CCn1cc(/C=N/O)c(C)n1
6	2	0.8	28	12	-3	0.7	4	0.9	12	Cc1ccc2oc(=O)cc(CN3CCC(C)CC3)c2c1
7	5	1.8	11	6	-9	0.9	9	0.9	10	COc1ccc(-c2[nH]nc(-c3ccccc3)c2-c2nc3ccccc3[nH]2)cc1
8	-8	x	25	9	-10	0.8	4	1.8	-81	O=C(Oc1ccc2c(=O)c(Oc3ccc4ccccc4c3)coc2c1)c1cncc(Br)c1
9	9	1.3	29	-4	-15	0.7	3	0.9	14	Cc1ccc(SC(C)C(=O)Nc2ccccc2C(=O)N2CCOCC2)cc1 (stereo unspecified)
10	4	1.1	-12	1	-13	1.1	6	1	1	CCS(=O)(=O)Nc1ccc(C(=O)CC2(O)C(=O)Nc3ccccc32)cc1 (stereo unspecified)
11	-4	1.1	93*	9	-8	0.1	15	0.1	92*	N#Cc1ccc(CSc2nnc(-c3cccs3)n2-c2ccccc2)cc1
12	-2	1.3	75*	8	-7	0.2	0	0.1	95*	C=CCn1c(SCC(=O)Nc2cc3oc4ccccc4c3cc2OC)nnc1-c1cnccn1
13	x	0.9	14	x	x	0.9	x	0.4	56*	CCOC(=O)c1c(NC(=O)c2ccco2)sc2c1CCCC2
14	6	x	x	19	-2	x	18	x	x	O=c1cc(Nc2ccc3c(c2)OCCO3)[nH]c(=O)n1Cc1ccc(F)cc1
15	-4	1.2	47	22	-3	0.5	-1	1.2	-16	NC(=O)COC(=O)CCCc1nc2ccccc2s1
16	2	x	x	3	-6	x	4	x	x	CC(C)(C)C(=O)N1CCN(c2ccc([N+](=O)[O-])cc2Cl)CC1
17	-2	0.8	10	-18	1	0.9	-4	0.9	5	Cc1ccc(N2CC(C(=O)NC3=NCCS3)CC2=O)cc1 (stereo unspecified)
18	-2	x	x	0	-12	x	2	x	x	O=C1CC(Sc2nnnn2C2CCCCC2)C(=O)N1c1ccccc1 (stereo unspecified)
19	-4	1.1	7	6	-5	0.9	5	1.1	-8	O=C(CN1CCN(C2CCCCC2)CC1)c1c[nH]c2ccccc12
20	0	1	100*	-13	-7	0	4	0.1	89*	C=CCCCCCCCCC(=O)NN
21	-1	0.9	52*	-5	-6	0.5	-3	0.6	36	Cn1c(Cn2c(=O)sc3ccccc32)nnc1SCc1ccccc1F
22	-1	1.2	24	3	-18	0.8	5	0.9	10	O=C(NCc1ccccc1)NC1CC2CCC(C1)N2Cc1ccco1 (stereo unspecified)
23	-2	1.4	78*	8	0	0.2	3	0.6	38	Cc1c(CCO)c(=O)n(-c2ccccc2)n1S(=O)(=O)c1ccc(F)cc1
24	-2	0.8	83*	-16	7	0.2	-3	0.7	31	CCN(CC)c1ccc(-n2c(C)cc(C=O)c2C)cc1
25	10	0.8	21	-24	-4	0.8	8	0.1	90*	CN(C)S(=O)(=O)c1ccc(S(=O)(=O)N(CC(=O)Nc2ccccc2)CC2CCCO2)cc1 (stereo unspecified)

One compound at a time, from the list above. Order of screens: EphB4 antag	PLAP activator	CYP2C19 inh	Plk1 PBD FP	PLK1 inh	CYP2C19 activ	HIV Rev-RRE inh	CYP2C9 act	CYP2C9 inhib
CN(C)S(=O)(=O)c1ccc(S(=O)(=O)N(CC(=O)Nc2ccccc2)CC2CCCO2)cc1 (stereo unspecified) in the list: 10	0.8	21	-24	-4	0.8	8	0.1	90*
CCOC(=O)c1c(NC(=O)c2ccco2)sc2c1CCCC2 in the list: x	0.9	14	x	x	0.9	x	0.4	56*
C=CCCCCCCCCC(=O)NN in the list: 0	1	100*	-13	-7	0	4	0.1	89*
Cc1ccc2oc(=O)cc(CN3CCC(C)CC3)c2c1 in the list: 2	0.8	28	12	-3	0.7	4	0.9	12

Further structures follow:
nr	EphB4 antag	PLAP activator	CYP2C19 inh	Plk1 PBD FP	PLK1 inh	CYP2C19 activ	HIV Rev-RRE inh	CYP2C9 act	CYP2C9 inhib	SMILES
26	3	1.6	-18	-22	-8	1.2	14	1.7	-66	CNS(=O)(=O)c1cccc(C(=O)OCC(=O)C23CC4CC(CC(C4)C2)C3)c1
27	-3	0.8	15	-15	5	0.9	3	0.7	29	CCOC(=O)Cn1c(=O)oc2cc(S(=O)(=O)N(C)Cc3ccco3)ccc21
28	-3	x	x	-9	-11	x	0	x	x	CCOC(=O)C(=O)Nc1nnc(Cc2ccc(OC)c(OC)c2)s1
29	-3	0.8	22	-18	0	0.8	18	0.3	69*	CC(C)c1ccccc1NC(=O)c1cccc(NC(=O)c2ccccc2)c1
30	-1	1	35	6	-1	0.7	1	1	-3	C=CCNc1nnc(SC2CC(=O)N(c3ccc(OC)cc3)C2=O)s1 (stereo unspecified)
31	0	x	x	13	-10	x	5	x	x	CCC1(C)Cc2ccccc2-c2nc(NCCO)n(-c3ccccc3)c(=O)c21 (stereo unspecified)
32	0	0.9	12	-16	-6	0.9	14	0.3	69*	CCOC(=O)c1ccc(NC(=O)CCC2COc3ccccc3O2)cc1 (stereo unspecified)
33	-6	x	88*	-6	-4	0.1	2	0.8	24	Cc1ccc2nc(NCc3ccccc3)[nH]c2c1
34	0	0.9	80*	-19	-11	0.2	-1	0.2	78*	O=C(Cc1ccc(Cl)cc1)Nc1cccc(-c2nnc(-c3ccco3)o2)c1
35	6	1.2	-16	9	-15	1.2	5	0.5	45	CCOC(=O)C(NC(=O)CC)(Nc1ccc(S(=O)(=O)Nc2onc(C)c2C)cc1)C(F)(F)F (stereo unspecified)
36	5	1.6	59*	-23	-3	0.4	3	0.1	95*	COc1ccc(NC(=O)CN2CCN(C3c4ccccc4-c4ccccc43)CC2)cc1
37	0	1	0	-12	-9	1	8	0.9	9	CCC(C)(C)n1nnnc1CN1CCN(c2nc3ccc(C)cc3cc2C#N)CC1
38	-5	1	-3	7	-2	1	10	1.8	-81	O=C(CSc1cccc2cccnc12)OCC(=O)c1ccc(Br)cc1
39	-6	0.9	-12	-10	-5	1.1	4	1.2	-20	CCCOC(=O)Cc1c(O)c2ccccc2[nH]c1=O
40	-12	1	-17	-13	1	1.2	1	0.8	17	COc1ccc(Cc2nnc(SC)[nH]c2=O)cc1OC
41	4	0.9	22	2	-11	0.8	1	0.2	81*	CCOC(=O)c1[nH]c2c(c1C)C(=O)CC(c1ccc(OC)c(OC)c1)C2 (stereo unspecified)
42	4	1.4	7	30	-8	0.9	7	0.9	8	C/C(NC1CCCCC1)=C(/C#N)C(=O)NCCN1CCOCC1
43	6	1	-9	-14	-8	1.1	7	0.8	23	CC#CCCCC(=O)Nc1ccccc1C(=O)O
44	2	1.1	-21	-7	-12	1.2	5	0.9	12	CC(C)c1ccc(-c2nc3c([nH]2)c(=O)n(C)c(=O)n3C)cc1
45	-4	1.2	79*	-42	4	0.2	8	0.5	50	NC(=O)C1(N2CCCCC2)CCN(CC(=O)Nc2ccccc2Sc2ccccc2)CC1
46	-4	0.9	31	-6	-10	0.7	5	0.6	44	O=C(CSc1nc2ccccc2c(=O)n1CCCO)NCc1ccccc1
47	-8	1.2	-14	-14	-6	1.1	1	1.2	-16	O=C(COC(=O)c1ccc(S(=O)(=O)N2CCOCC2)cc1)Nc1nc(-c2ccccc2)cs1
48	-8	1	34	-1	-5	0.7	4	0.3	71*	CCCC(=O)Nc1ccc(NC(=O)c2ccco2)c(OC)c1
49	2	1.7	36	0	-19	0.6	10	0.4	58*	COc1cccc(N(CC(=O)Nc2cccc(N(C)S(C)(=O)=O)c2)S(C)(=O)=O)c1
50	1	0.8	73*	11	-11	0.3	6	0.2	82*	O=C(Nc1ccn(Cc2c(F)c(F)cc(F)c2F)n1)c1cccc(Cn2cc([N+](=O)[O-])cn2)c1

3 of the compounds above, field by field:
#45 NC(=O)C1(N2CCCCC2)CCN(CC(=O)Nc2ccccc2Sc2ccccc2)CC1
  EphB4 antag: -4
  PLAP activator: 1.2
  CYP2C19 inh: 79*
  Plk1 PBD FP: -42
  PLK1 inh: 4
  CYP2C19 activ: 0.2
  HIV Rev-RRE inh: 8
  CYP2C9 act: 0.5
  CYP2C9 inhib: 50
#31 CCC1(C)Cc2ccccc2-c2nc(NCCO)n(-c3ccccc3)c(=O)c21 (stereo unspecified)
  EphB4 antag: 0
  PLAP activator: x
  CYP2C19 inh: x
  Plk1 PBD FP: 13
  PLK1 inh: -10
  CYP2C19 activ: x
  HIV Rev-RRE inh: 5
  CYP2C9 act: x
  CYP2C9 inhib: x
#36 COc1ccc(NC(=O)CN2CCN(C3c4ccccc4-c4ccccc43)CC2)cc1
  EphB4 antag: 5
  PLAP activator: 1.6
  CYP2C19 inh: 59*
  Plk1 PBD FP: -23
  PLK1 inh: -3
  CYP2C19 activ: 0.4
  HIV Rev-RRE inh: 3
  CYP2C9 act: 0.1
  CYP2C9 inhib: 95*

(next part)
nr	EphB4 antag	PLAP activator	CYP2C19 inh	Plk1 PBD FP	PLK1 inh	CYP2C19 activ	HIV Rev-RRE inh	CYP2C9 act	CYP2C9 inhib	SMILES
51	-2	1	19	1	-22	0.8	1	0.7	27	CCCC(=O)c1cc(-c2nc3ccccc3n2C)n(C)c1
52	-8	1.3	42	3	-14	0.6	-4	0.5	45	Cc1ccc(OCC(=O)N2N=C(C(F)(F)F)CC2(O)C(C)(C)C)cc1C (stereo unspecified)
53	-5	1.1	21	-8	-10	0.8	3	0.8	24	COc1ccccc1CN1C(=O)CN(C2CCCC2)C(=O)C1c1ccc(F)cc1 (stereo unspecified)
54	0	1.1	14	-20	-14	0.9	-1	0.8	23	CC(C)Cn1nc(NS(=O)(=O)c2ccccc2)c2cc3ccccc3nc21
